NSD2 HMT inh – NSD2 histone methyltransferase inhibitors, primary screen, biochemical, AlphaScreen, single concentration, set 2; inhibition, % at 12.5 µM; actives 0.54% (n = 310,000); NSD2 peptide methylation, 120 min; Histone-lysine N-methyltransferase NSD2 (Homo sapiens), O96028; AID 743445, 2014; in the data active = inhibition above about 50%
Target sequence (O96028 whole entry, looked up): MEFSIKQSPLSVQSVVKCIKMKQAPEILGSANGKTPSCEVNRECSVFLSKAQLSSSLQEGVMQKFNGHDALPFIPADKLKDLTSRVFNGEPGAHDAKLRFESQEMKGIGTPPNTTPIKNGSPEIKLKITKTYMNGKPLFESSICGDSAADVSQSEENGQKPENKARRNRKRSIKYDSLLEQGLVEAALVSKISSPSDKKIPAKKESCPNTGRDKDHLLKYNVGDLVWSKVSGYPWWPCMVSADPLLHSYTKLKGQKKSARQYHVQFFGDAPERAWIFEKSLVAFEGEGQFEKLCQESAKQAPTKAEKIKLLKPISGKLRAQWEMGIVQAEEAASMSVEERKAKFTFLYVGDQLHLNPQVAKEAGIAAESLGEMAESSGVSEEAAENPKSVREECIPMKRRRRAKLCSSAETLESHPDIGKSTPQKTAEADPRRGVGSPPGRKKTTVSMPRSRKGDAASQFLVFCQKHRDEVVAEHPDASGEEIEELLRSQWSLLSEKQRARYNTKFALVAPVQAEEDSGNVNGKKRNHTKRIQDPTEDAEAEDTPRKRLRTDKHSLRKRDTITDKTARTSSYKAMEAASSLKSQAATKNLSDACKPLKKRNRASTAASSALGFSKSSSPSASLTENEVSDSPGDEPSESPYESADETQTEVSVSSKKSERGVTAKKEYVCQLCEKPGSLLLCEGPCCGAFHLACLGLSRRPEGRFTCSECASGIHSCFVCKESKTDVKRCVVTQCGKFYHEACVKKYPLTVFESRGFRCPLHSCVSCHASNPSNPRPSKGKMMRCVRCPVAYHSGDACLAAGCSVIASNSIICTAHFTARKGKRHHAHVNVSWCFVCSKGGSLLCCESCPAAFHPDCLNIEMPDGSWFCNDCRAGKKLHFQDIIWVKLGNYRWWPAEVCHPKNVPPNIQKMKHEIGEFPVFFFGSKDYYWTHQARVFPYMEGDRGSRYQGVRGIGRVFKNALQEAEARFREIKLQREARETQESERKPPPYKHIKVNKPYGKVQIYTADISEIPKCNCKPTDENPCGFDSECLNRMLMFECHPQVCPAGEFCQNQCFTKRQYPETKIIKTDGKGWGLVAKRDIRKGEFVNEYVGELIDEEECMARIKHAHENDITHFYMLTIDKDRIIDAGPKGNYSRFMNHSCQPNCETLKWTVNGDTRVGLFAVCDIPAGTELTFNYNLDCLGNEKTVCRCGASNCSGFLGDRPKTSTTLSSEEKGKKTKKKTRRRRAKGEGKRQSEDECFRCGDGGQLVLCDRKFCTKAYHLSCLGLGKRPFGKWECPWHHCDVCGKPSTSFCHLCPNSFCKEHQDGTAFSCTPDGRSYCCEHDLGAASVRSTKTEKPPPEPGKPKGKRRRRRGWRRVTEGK
SR-BI HDL uptake – inhibitors of SR-BI mediated HDL lipid uptake, primary screen, ldlA[mSR-BI] cells, fluorescence, single point | Scavenger receptor class B member 1 (Mus musculus), Q61009 | ldlA[mSR-BI] CHO cells, DiI-HDL uptake fluorescence, 3 h | inhibition, % at 12.5 µM | actives 0.96% (n = 320,000) | AID 488896, 2010;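 active = mean replicate inhibition of at least 70% and a set share of replicates each scoring 70 or more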;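 also: 0% = median of neutral control wells and 100% = median of positive control wells; values of inactives mirror those of a sister screen read the other way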
MITF TRPM1 HTS – activators of MITF-driven TRPM1 promoter reporter, primary screen, cell-based, SK-MEL-5, luciferase, single point. SK-MEL-5 TRPM1-promoter luciferase, 24 h; % of positive control, neutral wells = 0. activation, % at 12.5 µM. actives 0.75% (n = 300,000). AID 588334, 2011;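 active = mean activation of at least 80% with every replicate also reaching 80%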;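 also: 0% = neutral control wells and 100% = parthenolide positive control wells; values of inactives mirror those of a sister screen read the other way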
dFosB activator – activators of delta FosB homodimer, primary screen, biochemical, fluorescence polarization, TAMRA-CDK5 oligo, single point | Protein FosB (Mus musculus), P13346 | purified delta FosB; percent of positive-control signal above neutral wells | activation, % at 25 µM | actives 0.99% (n = 340,000) | AID 493131, 2011;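 active = mean activation above about 17%, with every replicate also reaching it, limit read from the data, passing the limit was not always enough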;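 also: fluorescence polarization rise as delta FosB binds a TAMRA Cdk5 AP-1 oligo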
CDK5 p35 inh – inhibitors of human CDK5/p35 kinase, primary screen, biochemical, single concentration | Cyclin-dependent kinase 5 (Homo sapiens) + Cyclin-dependent kinase 5 activator 1 (Homo … | actives 0.01% (n = 330,000) | inhibition, % at 10 µM | Recombinant CDK5/p35, ADP-Glo luminescence, 60 min;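 active = highest replicate inhibition of at least 50% and at least 75% of replicates reaching 50%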;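 also: plate controls were DMSO neutral control for no effect and GW8510 at 10 µM for full effect; many of its hits are not listed in these tables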
SR-BI DiI-HDL act – activators of SR-BI mediated DiI-HDL uptake, primary screen, ldlA[mSR-BI] CHO cells, DiI fluorescence. 3 h; 100 = double the neutral-control signal. activation, % at 12.5 µM. actives 0.096% (n = 320,000). AID 504775, 2011;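 active = mean replicate activation of at least 60% and every replicate at or above 60%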;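 also: 0% = median plate neutral-control signal and 100% = twice that signal; values of inactives mirror those of a sister screen read the other way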
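Test system: SR-BI-overexpressing, LDLR-lacking CHO cells. Measured by: DiI fluorescence, bottom read. Medium: Ham's F12 with 0.5% BSA, HEPES 25 mM, pH 7.4. Timing: 3 h uptake period with compound, 37 °C.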
Arr AP2 block – inhibitors of beta-arrestin/AP2 binding, primary screen, biochemical, GPCR trafficking, flow cytometry; inhibition, % at 10 µM; beta-arrestin 1 C-terminal peptide binding to AP2 beta2-adaptin appendage (human); FITC-arrestin peptide / GST-AP2 beads; AP2 beta2 appendage carries R879A mutation; AID 504490, 2011; actives 0.31% (n = 340,000);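 active = inhibition above a set limit, near 3 SD of compounds lacking own fluorescence, cut at about 54% in these data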;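 also: plate controls were DMSO wells for no effect and 5 µM unlabelled arrestin peptide for full effect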
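Measured by: flow cytometry, FL1 (488/535 nm); Material: AP2 appendage R879A on GSH beads; Evaluation: percent response; Timing: pre-incubation 12 min, peptide binding 1 h, room temperature; Also added: 50 nM FITC-arrestin peptide; Medium: PBS with 0.05% Tween 20 and 0.1% BSA.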
Pemphigus Ab inh – inhibitors of pemphigus antibody binding to DSG3, primary screen, biochemical, bead-based, flow cytometry, scFv-GFP | Desmoglein-3 (Homo sapiens), P32926 | DSG3-coupled beads, scFv-anti-DSG3-GFP binding; stronger effect = lower value | binding (percent of control), % at 10 µM | actives 0.48% (n = 310,000);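 active = binding more than 3 SD below its plate's average and above zero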;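 also: hits lower antibody fragment binding to DSG3; some compounds called inactive have numbers as strong as hits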
PKA-R1A activ – activators of PKA-R1A holoenzyme, primary screen, biochemical, fluorescence polarization, Cy5-IP20, bovine R1A, mouse PKAc. AID 504707, 2011. activation, % at 11.4 µM. PKA-R1A dissociation; scaled: DMSO 0%, 113 µM cGMP 100%. cAMP-dependent protein kinase type I-alpha regulatory subunit (Bos taurus) + …. actives 0.083% (n = 340,000);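 active = percent activation above the mean of all tested compounds plus 3 SD, cut at about 19% in these data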;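 also: higher means more PKAc released from R1A so a rise in polarization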
Mot1-301 SUMO – yeast Mot1-301 growth rescue at high temperature, primary screen, SUMOylation pathway inhibitor project, S. cerevisiae, ATP luminescence, 38.5C; S. cerevisiae Mot1-301 growth rescue; percent above DMSO median, 100 means doubled; actives 1% (n = 320,000); growth rescue, % at 18.8 µM;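 active = every valid replicate shows activation above 250% relative to neutral control wells; inactive = the rest, any valid replicate at or below 250%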;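 also: OY570 slx delta 5 strain wells were the positive control but not used for scaling; some compounds called inactive have numbers as strong as hits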
PKA-R2B act – activators of PKA-R2B holoenzyme, primary screen, biochemical, fluorescence polarization, Cy5-IP20, human; cAMP-dependent protein kinase catalytic subunit beta (Homo sapiens) + cAMP-dependent …; PKA-R2B holoenzyme dissociation; R2B truncated from residue 108, S112A mutant; 0% DMSO only, 100% 113 µM cGMP; activation, % at 11.4 µM; actives 0.079% (n = 340,000);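 active = activation above a cutoff set at the mean over all compounds plus 3 SD, cut at about 18% in these data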;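 also: higher means more holoenzyme dissociation and a rise in polarization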
Numbers without * were called inactive; . = no result given.

SMILES | NSD2 HMT inh | SR-BI HDL uptake | MITF TRPM1 HTS | dFosB activator | CDK5 p35 inh | SR-BI DiI-HDL act | Arr AP2 block | Pemphigus Ab inh | PKA-R1A activ | Mot1-301 SUMO | PKA-R2B act
Cc1c(NC(=O)C(C)N2C(=O)NC3(CCC(C)CC3)C2=O)c(=O)n(-c2ccccc2)n1C (stereo not drawn) | -1.4 | -30.2 | -8.6 | -8.7 | -2.3 | 30.2 | 19.6 | 68.7 | -3.7 | -1.5 | -1.4
COc1cccc(CN(C)CC(=O)Nc2sc3c(c2C#N)CCC3)c1 | 0.7 | 28.0 | -5.3 | -3.8 | 0.8 | -28.0 | 49.4 | 93.2 | 3.1 | 6.0 | 3.1
CCc1nn(C(CC)C(=O)NCC(C)c2ccccc2)c(=O)c2cc3occc3n12 (stereo not drawn) | 3.2 | 5.8 | -18.4 | -12.5 | 0.0 | -5.8 | -12.9 | 101.8 | 6.0 | . | 4.5
CS(=O)(=O)c1nc(-c2ccc(Br)cc2)cc(-c2ccccc2)c1C#N | -2.7 | -1.3 | -3.8 | -3.9 | -0.5 | 1.3 | 5.5 | 103.4 | 5.2 | -7.7 | -5.1
O=C(c1cc2cc(Cl)ccc2o1)N1CCCCCC1 | . | 8.0 | 129.8* | -10.2 | 0.2 | -8.0 | 1.1 | 99.2 | -3.9 | . | -9.9
Cc1nnc(C)c2c(C)n(-c3ccc(Cl)c(N)c3)c(C)c12 | 1.3 | -5.9 | -10.8 | 7.7 | -1.0 | 5.9 | 2.9 | 95.1 | 12.1 | 329.2 | -2.9
CCC(C)(C)C1CCC(=NNC(=S)Nc2cccnc2)CC1 (stereo not drawn) | 10.4 | -6.8 | -5.6 | -1.6 | -0.6 | 6.8 | 16.2 | 98.5 | -10.7 | 114.1 | -6.5
COc1ccc(NC(=O)c2c([N+](=O)[O-])c(C(C)(C)C)nn2C)cc1 | -4.3 | 31.9 | . | 4.6 | 3.1 | -31.9 | 12.2 | 110.1 | 1.5 | -38.5 | -8.9
CCCCC(CC)COP(=O)(OCC(CC)CCCC)OCC(CC)CCCC (stereo not drawn) | . | 6.3 | 8.0 | 4.6 | 0.1 | -6.3 | -7.4 | 102.9 | 2.0 | 0.4 | -9.9
O=C(O)c1ccccc1CSc1ncn[nH]1 | . | -14.6 | 5.9 | 9.5 | 0.8 | 14.6 | 6.5 | 103.3 | -3.9 | -2.7 | 2.8
CC(C(=O)N1CCN(C)CC1)N1C(=O)c2ccccc2C1=O (stereo not drawn) | -8.5 | 2.6 | 6.1 | 6.4 | -2.6 | -2.6 | -7.5 | 94.8 | -13.5 | -2.9 | -9.9
CC1=CC(c2ccccc2)n2nc(NS(=O)(=O)c3ccc(C)cc3)nc2N1 (stereo not drawn) | 1.9 | 1.6 | -11.4 | 1.6 | -4.7 | -1.6 | -12.4 | 102.9 | -2.9 | 8.0 | 13.2
CC(=O)Nc1ccccc1S(=O)(=O)CC1CC1(Cl)Cl (stereo not drawn) | -0.8 | -10.3 | -4.4 | -1.4 | -0.1 | 10.3 | 2.1 | 104.7 | 6.1 | 61.6 | -0.9
Cc1c(Cl)cccc1N1CC(C(=O)Nc2nccs2)CC1=O (stereo not drawn) | -2.6 | -3.6 | 1.8 | -3.9 | -0.8 | 3.6 | 10.9 | 101.0 | -5.7 | -5.4 | -14.7
Cc1[nH]c2ccccc2c1N=Nc1cccc(C(=O)O)c1 | 2.2 | -7.9 | 33.1 | 4.5 | 0.1 | 7.9 | -5.7 | 103.6 | 4.4 | 9.3 | -1.1
CC(c1ccccc1)n1cc(C(=O)NCCN2CCOCC2)nn1 (stereo not drawn) | 1.9 | -4.9 | -1.6 | -3.0 | 1.1 | 4.9 | 7.1 | 97.5 | 3.9 | 237.5 | -3.5
COC(=O)c1cc(=O)nc2scc(C)n12 | . | -6.1 | . | -2.0 | 2.2 | 6.1 | -1.5 | 77.1 | 2.6 | -3.2 | 7.9
CCC(CC)C(=O)Nc1cccc(C(=O)N2CCOCC2)c1 | -0.2 | 14.1 | -4.1 | -4.0 | 0.6 | -14.1 | -0.1 | 98.1 | 8.0 | 34.2 | 3.3
COc1ccc2oc(N)c(C=O)c(=O)c2c1 | -0.9 | . | 9.3 | -24.4 | 0.1 | . | 22.7 | 108.1 | -6.7 | -16.8 | -11.2
COc1ccc(CN2CCC(n3nccc3NC(=O)C3CCCC3)CC2)c(OC)c1 | 0.2 | -0.7 | 2.2 | 6.4 | -0.3 | 0.7 | 3.2 | 107.8 | 0.6 | -13.7 | 0.4
O=C(NCc1ccc2c(c1)OCO2)C(=S)N1CCOCC1 | 2.3 | -5.5 | -0.6 | -2.4 | 0.7 | 5.5 | -0.4 | 113.8 | -2.2 | . | 1.4
CCOC(=O)N1CCC(NC(=O)C2CCN(S(=O)(=O)c3c(C)noc3C)CC2)CC1 | -3.3 | -23.2 | -5.0 | -3.4 | -0.1 | 23.2 | -9.1 | 100.5 | -5.9 | -6.8 | -2.0
C=CCN1C(=O)C(Cc2ccc(OC)cc2)SC1=Nc1ccc(C(=O)O)cc1 (stereo not drawn) | 0.5 | -6.8 | 1.0 | 2.7 | 0.2 | 6.8 | 1.7 | 120.7 | -4.2 | -9.6 | -1.9
CCCCNCc1cc(Br)c(OCC(=O)NCc2ccccc2)c(OC)c1 | 3.4 | 2.7 | 18.8 | -14.0 | 4.3 | -2.7 | 24.3 | 101.7 | -6.0 | -15.3 | 1.1
Cc1ccc(S(=O)(=O)CCC(=O)Nc2sccc2C#N)cc1 | -0.7 | 6.0 | -7.3 | 1.9 | -9.3 | -6.0 | -0.3 | 106.2 | -12.4 | 1.1 | -4.4

One compound at a time, from the list above. Values in the order: NSD2 HMT inh | SR-BI HDL uptake | MITF TRPM1 HTS | dFosB activator | CDK5 p35 inh | SR-BI DiI-HDL act | Arr AP2 block | Pemphigus Ab inh | PKA-R1A activ | Mot1-301 SUMO | PKA-R2B act
`CCc1nn(C(CC)C(=O)NCC(C)c2ccccc2)c(=O)c2cc3occc3n12` (stereo not drawn) as listed: 3.2 | 5.8 | -18.4 | -12.5 | 0.0 | -5.8 | -12.9 | 101.8 | 6.0 | . | 4.5
`CCCCC(CC)COP(=O)(OCC(CC)CCCC)OCC(CC)CCCC` (stereo not drawn) as listed: . | 6.3 | 8.0 | 4.6 | 0.1 | -6.3 | -7.4 | 102.9 | 2.0 | 0.4 | -9.9

Remaining list, next part.
SMILES | NSD2 HMT inh | SR-BI HDL uptake | MITF TRPM1 HTS | dFosB activator | CDK5 p35 inh | SR-BI DiI-HDL act | Arr AP2 block | Pemphigus Ab inh | PKA-R1A activ | Mot1-301 SUMO | PKA-R2B act
CCOC(=O)c1c(NC(=O)c2noc(C)c2[N+](=O)[O-])sc(C(C)=O)c1C | 0.5 | 16.9 | -17.6 | -11.3 | 0.6 | -16.9 | -2.2 | 87.6 | 2.3 | -15.7 | 9.6
COc1ccccc1N(C)S(=O)(=O)c1ccc(C(=O)OC(C)C(=O)NCc2ccc3c(c2)OCO3)cc1 (stereo not drawn) | -7.4 | 10.9 | -0.8 | -10.6 | -0.2 | -10.9 | -28.2 | 101.5 | 2.2 | . | -9.3
CCOc1ccc(CNC(=O)C(C)n2nc(C)c3c(C)n(-c4ccccc4)nc3c2=O)cc1 (stereo not drawn) | -1.7 | 14.0 | -57.3 | -5.5 | 1.3 | -14.0 | -14.3 | 97.8 | 0.4 | -16.7 | -0.3
COc1ccc(OC)c(NC(=O)[C@@H]2CCCN2C(=O)c2cccs2)c1 | 0.1 | -3.3 | 0.5 | -2.7 | 0.8 | 3.3 | -0.5 | 87.7 | -0.1 | 154.0 | 1.7
Cc1cc(C)c2c(=O)[nH]c(SCC(=O)c3ccc(C(C)C)cc3)nc2n1 | 1.0 | -34.1 | . | -4.8 | -0.3 | 34.1 | 4.4 | 96.6 | -12.4 | -2.2 | -1.5
Cc1ccc(SC(CC(=O)c2ccc(C)cc2)C(=O)O)cc1 (stereo not drawn) | 4.0 | -20.8 | 3.2 | 4.3 | 0.2 | 20.8 | -13.6 | 95.1 | -3.9 | . | 0.8
CCOC(=O)C1CCCCN1C(=O)c1oc2c(Cl)cc(C)cc2c1C (stereo not drawn) | -7.4 | 21.5 | 4.9 | -15.4 | -1.2 | -21.5 | 6.0 | . | -2.2 | 2.8 | -2.6
COC(=O)c1cc(S(=O)(=O)N2CCC(C)CC2)ccc1F | -2.2 | -9.0 | 1.0 | -3.2 | 4.2 | 9.0 | 9.5 | 99.3 | -6.7 | -19.7 | -1.9
COc1ccc(C)cc1S(=O)(=O)N(C)CC(=O)N1CCCC1 | -0.1 | -20.2 | -7.2 | 1.5 | 0.3 | 20.2 | -18.2 | 108.3 | 0.2 | 6.1 | 12.5
CCNS(=O)(=O)c1cc(-c2nnc(OC)c3ccccc23)ccc1C | 28.3 | 12.8 | . | -7.9 | -0.5 | -12.8 | -8.8 | 119.4 | 4.2 | 0.2 | -1.2
CCOc1ccc(N(C(=O)c2snc(C(N)=O)c2N)C(C(=O)NCC2CCCO2)c2ccco2)cc1 (stereo not drawn) | -3.7 | 2.5 | -12.3 | -15.5 | 1.5 | -2.5 | 2.1 | 106.0 | 1.2 | -10.2 | -5.0
CCN(CCCNC(=O)C1CCN(S(=O)(=O)c2cnc[nH]2)CC1)c1ccccc1 | 0.0 | -5.1 | -5.3 | -7.9 | 0.2 | 5.1 | 4.0 | . | -0.4 | -4.3 | 5.7
CCCC(C)NC(=O)Cn1c(=O)c2c(ncn2CCC(C)C)n(Cc2ccccc2)c1=O (stereo not drawn) | -1.1 | . | 3.7 | 3.5 | -2.1 | . | 4.3 | 102.8 | 10.9 | 48.4 | -4.4
